TcdB inh – TcdB glycohydrolase inhibition; TcdB glycohydrolase enzymatic assay, plate reader; inhibition, % at 9.99 µM; 350,000 compounds, 0.24% hits; AID 652162; in the data active = inhibition above about 10%
Target sequence (P18177 whole entry, looked up): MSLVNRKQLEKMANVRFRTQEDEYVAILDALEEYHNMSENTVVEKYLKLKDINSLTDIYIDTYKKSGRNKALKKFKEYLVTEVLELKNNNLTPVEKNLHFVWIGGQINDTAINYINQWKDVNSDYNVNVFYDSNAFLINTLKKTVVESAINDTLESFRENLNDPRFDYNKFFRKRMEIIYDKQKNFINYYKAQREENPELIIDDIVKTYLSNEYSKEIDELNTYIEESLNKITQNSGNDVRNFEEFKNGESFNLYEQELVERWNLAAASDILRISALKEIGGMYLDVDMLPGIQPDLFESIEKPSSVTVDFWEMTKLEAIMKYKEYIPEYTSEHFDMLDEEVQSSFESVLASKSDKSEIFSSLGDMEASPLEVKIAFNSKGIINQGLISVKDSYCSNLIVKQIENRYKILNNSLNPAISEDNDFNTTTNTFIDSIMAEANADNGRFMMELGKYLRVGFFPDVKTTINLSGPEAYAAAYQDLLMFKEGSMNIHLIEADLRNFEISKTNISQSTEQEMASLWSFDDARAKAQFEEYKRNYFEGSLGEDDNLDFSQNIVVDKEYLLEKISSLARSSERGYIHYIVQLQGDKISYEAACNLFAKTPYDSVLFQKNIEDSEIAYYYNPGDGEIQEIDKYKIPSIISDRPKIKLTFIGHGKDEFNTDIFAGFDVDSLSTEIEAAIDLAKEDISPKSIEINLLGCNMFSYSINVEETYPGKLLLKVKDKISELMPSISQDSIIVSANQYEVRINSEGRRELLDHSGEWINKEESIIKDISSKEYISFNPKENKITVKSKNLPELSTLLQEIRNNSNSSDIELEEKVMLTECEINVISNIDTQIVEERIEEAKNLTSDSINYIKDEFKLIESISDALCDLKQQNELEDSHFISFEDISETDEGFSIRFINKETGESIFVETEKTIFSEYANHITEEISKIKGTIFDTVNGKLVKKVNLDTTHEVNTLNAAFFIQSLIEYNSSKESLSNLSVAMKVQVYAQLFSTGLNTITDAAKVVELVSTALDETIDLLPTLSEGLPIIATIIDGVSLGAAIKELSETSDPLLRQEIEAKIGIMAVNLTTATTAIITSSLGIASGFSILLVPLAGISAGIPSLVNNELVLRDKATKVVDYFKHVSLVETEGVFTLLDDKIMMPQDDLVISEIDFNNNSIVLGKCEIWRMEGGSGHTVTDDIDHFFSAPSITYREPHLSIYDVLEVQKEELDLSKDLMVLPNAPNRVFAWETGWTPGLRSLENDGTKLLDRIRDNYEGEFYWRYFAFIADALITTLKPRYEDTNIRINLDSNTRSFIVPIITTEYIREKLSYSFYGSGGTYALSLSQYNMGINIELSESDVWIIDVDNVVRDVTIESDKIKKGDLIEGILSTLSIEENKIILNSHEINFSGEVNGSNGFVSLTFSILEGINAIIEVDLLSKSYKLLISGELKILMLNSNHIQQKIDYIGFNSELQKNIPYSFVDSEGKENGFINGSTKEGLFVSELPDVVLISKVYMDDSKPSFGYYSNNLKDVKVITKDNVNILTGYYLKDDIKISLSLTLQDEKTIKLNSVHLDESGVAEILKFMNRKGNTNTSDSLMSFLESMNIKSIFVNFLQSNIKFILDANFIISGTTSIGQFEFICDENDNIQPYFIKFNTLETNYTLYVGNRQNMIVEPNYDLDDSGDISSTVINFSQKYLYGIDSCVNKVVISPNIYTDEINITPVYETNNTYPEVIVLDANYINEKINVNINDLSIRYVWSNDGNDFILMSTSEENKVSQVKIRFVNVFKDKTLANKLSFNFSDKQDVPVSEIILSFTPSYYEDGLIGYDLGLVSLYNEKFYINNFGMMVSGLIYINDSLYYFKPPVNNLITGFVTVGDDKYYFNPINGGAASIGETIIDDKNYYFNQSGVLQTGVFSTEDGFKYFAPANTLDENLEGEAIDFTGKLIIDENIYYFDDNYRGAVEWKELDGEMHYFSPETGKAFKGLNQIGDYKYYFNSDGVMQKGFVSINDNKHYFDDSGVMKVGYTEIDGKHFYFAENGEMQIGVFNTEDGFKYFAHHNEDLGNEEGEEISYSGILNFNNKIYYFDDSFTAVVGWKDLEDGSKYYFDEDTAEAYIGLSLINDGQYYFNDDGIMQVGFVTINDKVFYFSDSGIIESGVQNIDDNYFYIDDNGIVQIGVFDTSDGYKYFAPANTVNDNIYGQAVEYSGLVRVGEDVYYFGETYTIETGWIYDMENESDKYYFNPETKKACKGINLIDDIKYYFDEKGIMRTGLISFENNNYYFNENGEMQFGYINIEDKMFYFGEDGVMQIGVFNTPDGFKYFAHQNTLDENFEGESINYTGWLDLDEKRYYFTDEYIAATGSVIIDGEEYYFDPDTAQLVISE
3CLpro inhibitor – SARS-CoV 3CLpro protease inhibition; 290,000 compounds, 0.14% hits; recombinant SARS-CoV 3CLpro, quenched FRET peptide cleavage; inhibition, % at 6 µM; P0C6X7; in the data active = inhibition above about 12%
PrPC surface inh – cell surface PrPC inhibition, primary TR-FRET screen. P04156. TR-FRET read-out. inhibition, % at 13.8 µM. 370,000 compounds, 0.43% hits. AID 720596; in the data active = inhibition above about 24%; also: 0% = median of the test wells and 100% = reference compound wells
Numbers without * were called inactive; . = not tested or not shown; & = joins results of further samples. A portion of the library; count on the stated rates, not on these rows.

Value order: TcdB inh	3CLpro inhibitor	PrPC surface inh
> COc1cccc(CN(C)[C@H]2C[C@H]3c4[nH]c5ccccc5c4CCN3C[C@H]2[C@H](C)O)c1OC
 : -0.5	.	-6
> CCCCCn1cc(CCC(=O)Nc2ccc(Oc3cccnc3)cc2)c2ccccc21
 : -1.6	.	20
> O=C(/C=C1\OCc2cc(OCc3ccccc3)ccc21)OCc1ccccc1
 : 0.5	.	3
> COC(=O)C[C@H]1C=C[C@H](NC(=O)C2CCOCC2)[C@@H](CO)O1
 : -1.5	.	0
> COC(=O)[C@]12C[C@H](CC(=O)NCCc3ccccc3OC)C(=O)N(CCC3=CCCCC3)C1=C[C@H](COCc1ccccc1)O[C@@H]2C
 : 1.3	.	-2
> CCCCCCCCN1C(=O)[C@@H](CC(=O)N2CCN(C(=O)OCC)CC2)C[C@@]2(C(=O)OC)C1=C[C@H](C(C)(C)C)O[C@@H]2C
 : 1.4	.	-7
> CCCCCCCCN1C(=O)[C@H](CC(=O)NCCC(C)C)C[C@@]2(C(=O)OC)CC(C)(C)CC=C12
 : 0.2	.	-4
> C[C@@H]1CCCCO[C@@H](CN(C)C(=O)NC2CCCCC2)[C@@H](C)CN([C@H](C)CO)C(=O)c2cc(N(C)C)ccc2O1
 : -7.3&-28&-14	.	-2
> COC(=O)[C@@]12C[C@@H](CC(=O)N3CCCC3)C(=O)N(Cc3ccccc3)C1=CCC(C)(C)C2
 : 0.5	.	6
> Cc1cc(=O)oc2cc(OCc3c(F)cccc3Cl)ccc12
 : 1.0	.	4
> O=C(NCc1ccccc1)[C@H]1CCCN1C(=O)[C@H]1CCCN1C(=O)c1ccc(Cl)cc1
 : -0.6	.	0
> Cc1ccc(S(=O)(=O)N2CC3C(=O)CC(c4ccccc4)N(S(=O)(=O)c4ccc(C)cc4)C3CC2c2cccc(Cl)c2)cc1 (configuration not stated)
 : 0.9	.	16
> Cc1nc2cc[nH]n2c(=O)c1CCc1ccccc1
 : -0.6	.	-3
> C[C@@H]1ON(C)[C@H]2C[C@H]3c4[nH]c5c(-c6ccccc6)cccc5c4CCN3C[C@@H]12
 : 1.8	.	0
> O=C(CC(=O)N/N=C/c1c(F)cccc1Cl)NCc1ccccc1
 : 2.5	6	3
> O=C(CC1Nc2c3ccccc3nc(=S)n2C1=O)NC1CCCCC1 (configuration not stated)
 : 2.2	3	10
> CCN1C(=O)/C(=C\c2ccc(-c3cccc(C(=O)OC)c3)o2)SC1=Nc1ccc(C(=O)O)cc1
 : 0.8	0	8
> Cc1cccc(N/C(N)=N/c2nc(CSc3ccc(Cl)cc3)cc(=O)[nH]2)c1
 : 0.7	-1	13
> Cc1ccc2cccc(OCC(=O)c3cc(C)n(Cc4ccco4)c3C)c2n1
 : 0.4	1	0
> N#Cc1c(-c2ccncc2)c2c([nH]c1=O)-c1ccccc1OC2
 : 0.9	-2	-3
> O=C(CNc1n[nH]c(=O)[nH]c1=O)N/N=C/c1ccccc1
 : -0.2	4	3
> CC(C)n1c(-c2ccccc2)nc(=S)c2c1CCCC2
 : -0.5	-2	-6
> COc1ccc(CC(=O)Nc2ccccc2Oc2ccccc2)cc1
 : 1.5	5	-4
> CCCC(=O)Nc1cccc(C(=O)Nc2ccccc2OCC)c1
 : 1.9	0	-5
> O=C(N/N=C/c1ccc2c(c1)OCO2)C(=O)Nc1ccc2ccccc2c1
 : 1.6	-7	3
> COC(=O)c1ccc(OC(=O)c2ccccc2F)cc1
 : -0.5	-2	1
> C/C(=N\O)c1oc2ccc3c(C)cc(=O)oc3c2c1C
 : 0.1	6	0
> CCOc1ccc(C(=O)NC2=NCCS2)cc1
 : 0.4	5	2
> O=C(CSc1nc2scc(-c3ccccc3)c2c(=O)[nH]1)NC1CCCCC1
 : -0.1	-3	2
> Cc1ccc(-c2nnc(SCC(=O)NNC(=O)COc3cccc4ccccc34)n2C)cc1
 : 0.7	1	-9

Two entries picked at random from those above:
Value order: TcdB inh	3CLpro inhibitor	PrPC surface inh
> CC(C)n1c(-c2ccccc2)nc(=S)c2c1CCCC2
 : -0.5	-2	-6
> Cc1ccc(-c2nnc(SCC(=O)NNC(=O)COc3cccc4ccccc34)n2C)cc1
 : 0.7	1	-9

(continued)
Value order: TcdB inh	3CLpro inhibitor	PrPC surface inh
> CCc1ccc(NC(=O)c2cc(Br)ccc2Br)cc1
 : 0.1	3	7
> CCOC(=O)C1=C(C)Nc2nnnn2C1c1c[nH]c2ccccc12 (configuration not stated)
 : 3.4	-2	4
> O=c1c2ccccc2c(C=NC2CCN(Cc3ccccc3)CC2)c(O)n1Cc1ccc2c(c1)OCO2
 : 2.1	4	-2
> COc1ccc2c(c1)c1nc3n(c(=O)c1n2CC(=O)Nc1cc(C)[nH]n1)CCS3
 : -0.3	1	-3
> CCOC(=O)CCc1c(C)c2ccc(OCc3cc([N+](=O)[O-])ccc3OC)c(C)c2oc1=O
 : 1.2	-5	-1
> COc1ccc(/C=C2\C(=O)ON=C2c2cccc([N+](=O)[O-])c2)cc1
 : 1.4	5	-12
> CC(C)CC(=O)N1CC(C)N(C(=O)CC(C)C)CC1C (configuration not stated)
 : -2.1	-1	13
> COc1ccc(NC(=O)COC(=O)c2c(F)cccc2Cl)cc1OC
 : 0.1	5	-4
> COc1ccc(/C=N/NC(=S)Nc2ccccc2)cc1COc1ccccc1F
 : -0.6	4	8
> Cc1ccc(CNC(=O)CCCCCNc2nc(=S)[nH]c3ccccc23)cc1
 : 0.7	5	3
> CCCCn1c2ccccc2c2nnc(SCC(=O)NC3=NN=C(c4ccccc4)CS3)nc21
 : 0.8	1	11
> O=C(CCNC(=O)c1ccccc1)N=Nc1c(O)[nH]c2ccccc12
 : 1.1	2	-14
> COc1ccc(/C(C)=N/Nc2nc3ccccc3n3cnnc23)cc1OC
 : -0.8	2	13
> CC(C)CNC(=O)NC(=O)COC(=O)c1cc([N+](=O)[O-])ccc1NCc1ccccc1Cl
 : 0.5	-1	7
> O=C(N/N=C/c1cc(Br)cc(Br)c1O)c1ccncc1
 : -2.5	0	23
> CCC(C(=O)O)n1nnc(-c2ccc(OCc3ccccc3)c(OC)c2)n1 (configuration not stated)
 : -0.8	-2	-4
> Cc1cc(C)c(NC(=O)c2sc3nc(C)[nH]c(=O)c3c2C)c(C)c1
 : -0.1	3	4
> COC(=O)[C@@]1(Cc2ccc(F)cc2)[C@H]2c3cc(C(=O)N4CCCC4)n(CCc4c[nH]c5ccc(OC)cc45)c3C[C@H]2CN1C(=O)c1ccccc1
 : 0.6	3	-1
> OCCNCCNCc1ccc(-c2ccccc2)cc1
 : 2.0	2	-11
> C(=N\Nc1nc(Nc2ccccc2)nc(N2CCCCC2)n1)/c1ccco1
 : 0.1	4	6
> CCOC(=O)N1CCN(c2nc(N(c3ccccc3)c3ccccc3)nc(-n3ccnc3)n2)CC1
 : 1.3	0	11
> O=C(Nc1ccc(NC(=O)c2ccncc2)cc1)c1ccncc1
 : 0.3	0	-3
> O=S(=O)(/N=C(/Nc1ccc(F)cc1F)c1ccccc1)c1ccc(Br)cc1
 : 0.4	0	-1
> Cn1c(Cc2ccc3c(c2)OCO3)nnc1SCC(=O)NC1CCCC1
 : 1.5	0	-4
> CC(=O)Nc1ccc(OC(=O)c2cc3cc(Br)cc(Br)c3oc2=O)cc1
 : 2.3	3	-3
> COc1ccc(-c2cc(C(F)F)n3ncc(C(=O)Nc4cnn(Cc5ccccc5)c4)c3n2)cc1
 : 2.2	3	-6
> CN(C)S(=O)(=O)c1ccc(NC(=S)NC(=O)c2ccc(Br)o2)cc1
 : 0.2	1	0
> CC(C)n1nnnc1SCC(=O)Nc1ccc2c(c1)OCCO2
 : 0.7	5	-5
> CCN(CC)CCCNC(=S)N(Cc1ccco1)Cc1cc2cc3c(cc2[nH]c1=O)OCCO3
 : 1.8	2	12
> NNC(=O)c1ccc(NS(=O)(=O)c2ccc(Br)cc2)cc1
 : 2.3	-2	-4

19 structures out of the list, arranged by length of the SMILES, low to high:
Value order: TcdB inh	3CLpro inhibitor	PrPC surface inh
> OCCNCCNCc1ccc(-c2ccccc2)cc1
 : 2.0	2	-11
> CC(C)CC(=O)N1CC(C)N(C(=O)CC(C)C)CC1C (configuration not stated)
 : -2.1	-1	13
> O=C(Nc1ccc(NC(=O)c2ccncc2)cc1)c1ccncc1
 : 0.3	0	-3
> NNC(=O)c1ccc(NS(=O)(=O)c2ccc(Br)cc2)cc1
 : 2.3	-2	-4
> COc1ccc(NC(=O)COC(=O)c2c(F)cccc2Cl)cc1OC
 : 0.1	5	-4
> Cn1c(Cc2ccc3c(c2)OCO3)nnc1SCC(=O)NC1CCCC1
 : 1.5	0	-4
> COc1ccc(/C(C)=N/Nc2nc3ccccc3n3cnnc23)cc1OC
 : -0.8	2	13
> O=C(CCNC(=O)c1ccccc1)N=Nc1c(O)[nH]c2ccccc12
 : 1.1	2	-14
> C(=N\Nc1nc(Nc2ccccc2)nc(N2CCCCC2)n1)/c1ccco1
 : 0.1	4	6
> Cc1ccc(CNC(=O)CCCCCNc2nc(=S)[nH]c3ccccc23)cc1
 : 0.7	5	3
> CC(=O)Nc1ccc(OC(=O)c2cc3cc(Br)cc(Br)c3oc2=O)cc1
 : 2.3	3	-3
> O=S(=O)(/N=C(/Nc1ccc(F)cc1F)c1ccccc1)c1ccc(Br)cc1
 : 0.4	0	-1
> COc1ccc(/C=C2\C(=O)ON=C2c2cccc([N+](=O)[O-])c2)cc1
 : 1.4	5	-12
> CCCCn1c2ccccc2c2nnc(SCC(=O)NC3=NN=C(c4ccccc4)CS3)nc21
 : 0.8	1	11
> CCN(CC)CCCNC(=S)N(Cc1ccco1)Cc1cc2cc3c(cc2[nH]c1=O)OCCO3
 : 1.8	2	12
> CCOC(=O)N1CCN(c2nc(N(c3ccccc3)c3ccccc3)nc(-n3ccnc3)n2)CC1
 : 1.3	0	11
> COc1ccc(-c2cc(C(F)F)n3ncc(C(=O)Nc4cnn(Cc5ccccc5)c4)c3n2)cc1
 : 2.2	3	-6
> CCOC(=O)CCc1c(C)c2ccc(OCc3cc([N+](=O)[O-])ccc3OC)c(C)c2oc1=O
 : 1.2	-5	-1
> COC(=O)[C@@]1(Cc2ccc(F)cc2)[C@H]2c3cc(C(=O)N4CCCC4)n(CCc4c[nH]c5ccc(OC)cc45)c3C[C@H]2CN1C(=O)c1ccccc1
 : 0.6	3	-1

(list continues)
Value order: TcdB inh	3CLpro inhibitor	PrPC surface inh
> Cn1ncc2c(NCc3cccc(C(F)(F)F)c3)c(C(=O)O)cnc21
 : 2.1	-1	-4
> Nc1nc(Cl)cc(NCCc2ccccc2)n1
 : 3.2	1	16
> CCCCc1ccc(NC(=O)COc2ccc(C(=O)Nc3ccccc3OC)cc2)cc1
 : -2.1	-4	1
> CC1(C)Cc2c(sc3c2c(N)nc(=S)n3Cc2ccccc2)CO1
 : 0.6	2	11
> COc1cc(-c2nnc(NC(=O)c3ccc(S(=O)(=O)N4CCOCC4)cc3)o2)cc(OC)c1OC
 : 0.2	3	-11
> CCOCCCNC(=O)Cc1ccc(F)cc1
 : 1.3	-3	-3
> O=C(Cn1c(N2CCN(C/C=C/c3ccccc3)CC2)nc2ccccc21)c1ccccc1
 : 0.8	4	-13
> COC(=O)c1cc(C(=O)c2ccccc2)n2c(=O)/c(=C\N(C)C)sc12
 : 0.9	8	0
> O=c1[nH]c2ccccc2c(O)c1-c1cc2ccccc2oc1=O
 : 3.3	-1	-7
> Cc1nc2c(C(=O)N3CCOCC3)cnn2c(C)c1Cc1cccc(Cl)c1
 : 1.7	2	2
> Cn1c(=O)[nH]c(=O)c2c1nc(Br)n2C/C=N/NC(N)=S
 : 1.0	2	4
> CCCCCOc1ccc(N2C(=O)C(C)CNC2=S)cc1 (configuration not stated)
 : 0.7	-2	0
> O=C(Nc1ccc2ccccc2c1)C(=O)C1C(=O)Nc2ccccc21 (configuration not stated)
 : 1.0	2	1
> CCCCn1c(=N)n(CC(=O)c2ccc(OC)cc2)c2ccccc21
 : 1.5	-3	-4
> Cc1c(C2C(C#N)=C(N)N(c3cccc([N+](=O)[O-])c3)C3=C2C(=O)CCC3)cnn1C (configuration not stated)
 : 0.3	8	-17
